Source: PubChem (several laboratories)
Runt-CBFb FRET: inhibitors of human RUNX1 Runt domain binding to CBFb; inhibition, % at 20 µM; actives 0.46% (n = 220,000); Q01196+Q13951; AID 1496; Cerulean-Runt/Venus-CBFb FRET ratio 530/480, 1 h;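 active = inhibition over about 50% at 20 µM in the single-dose screen, limit read from the data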;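 note: 0% = DMSO wells and 100% = excess unlabeled CBFb competitor control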
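Schedule: protein complex preformed 1 h, compound exposure 1 h, room temperature, dark; test system: Cerulean-labeled Runt domain protein; amount: 100 nM per protein; buffer or medium: Tris 50 mM pH 7.5, KCl, K2SO4, 0.01% BSA; read-out: loss of energy transfer signal; detection: FRET fluorescence; controls: 5 µM unlabeled CBFb as full-inhibition high control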
EBV gp42 block: blocks Epstein-Barr virus glycoprotein 42 binding. Q1HVG2. Fluorescence polarization binding assay, mP read-out. inhibition, % (tested at 21.74 µM). actives 0.42% (n = 220,000). AID 1085; in the data active = inhibition above about 50%
Target sequence (Q1HVG2 whole entry, looked up): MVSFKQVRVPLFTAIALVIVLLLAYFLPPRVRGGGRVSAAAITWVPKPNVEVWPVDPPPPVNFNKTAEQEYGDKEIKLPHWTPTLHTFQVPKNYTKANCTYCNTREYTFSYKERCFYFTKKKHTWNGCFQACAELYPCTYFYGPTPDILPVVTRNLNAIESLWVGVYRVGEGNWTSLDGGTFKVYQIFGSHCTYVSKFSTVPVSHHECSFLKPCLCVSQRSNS
Hck Nef HTS: inhibitors of human Hck kinase activated by Nef; P08631; inhibition, % at 20 µM; AID 463187; Recombinant Hck-YEEI plus Nef, Z-Lyte FRET kinase assay; actives 0.68% (n = 220,000);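 active = Hck-Nef kinase inhibition above about 50%, limit read from the data; inactive = inhibition below that limit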;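 note: 0% = DMSO with Hck plus Nef and 100% = Hck alone without Nef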
Target sequence (P08631 whole entry, looked up): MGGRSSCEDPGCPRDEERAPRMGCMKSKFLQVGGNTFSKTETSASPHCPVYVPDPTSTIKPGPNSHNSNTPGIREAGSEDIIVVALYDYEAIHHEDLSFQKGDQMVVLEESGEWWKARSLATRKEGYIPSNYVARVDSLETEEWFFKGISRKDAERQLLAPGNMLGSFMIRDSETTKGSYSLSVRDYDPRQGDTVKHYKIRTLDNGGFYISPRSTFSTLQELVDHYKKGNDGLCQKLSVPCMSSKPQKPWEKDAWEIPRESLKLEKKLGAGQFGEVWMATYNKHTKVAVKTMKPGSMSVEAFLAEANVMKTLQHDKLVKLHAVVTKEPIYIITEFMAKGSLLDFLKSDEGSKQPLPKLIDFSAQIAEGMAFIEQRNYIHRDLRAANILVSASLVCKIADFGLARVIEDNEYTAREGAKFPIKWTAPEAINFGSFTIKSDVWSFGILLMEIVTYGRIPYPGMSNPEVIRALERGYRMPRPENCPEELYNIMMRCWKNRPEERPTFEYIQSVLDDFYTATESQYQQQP
L929 necroptosis: L929 zVAD cell death inhibition. L929 zVAD necroptosis rescue, ATP luminescence, 24 h; with zVAD 60 µM. viability rescue, % at 10 µM. actives 0.38% (n = 220,000). AID 1377;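 active = activation, scaled between plate controls, above about 75%, limit read from the data; inactive = activation under that limit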;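 note: 0% = zVAD with DMSO and 100% = DMSO alone without zVAD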
TbHK1 inh: T. brucei hexokinase 1 inhibition | inhibition, % at 10 µM | actives 0.11% (n = 220,000) | AID 1430 | recombinant TbHK1, G6PDH-coupled NADH A340;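 active = inhibition of 50% or more in the single-dose primary screen; inactive = inhibition below 50%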
Runt-SMMHC FRET: inhibitors of human RUNX1 Runt domain binding to CBFb-SMMHC | inhibition, % at 20 µM | Cerulean-Runt/Venus-CBFb-SMMHC FRET ratio 530/480, 1 h | actives 0.74% (n = 220,000) | AID 1434;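 active = mean inhibition across duplicate retests at 20 µM reaching about 50%, limit read from the data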;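 note: 0% = DMSO wells and 100% = wells with excess untagged CBFb-SMMHC; inhibitors lower the FRET ratio by blocking Runt binding to CBFb-SMMHC; some results filed as inactive read as strong as hits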
Mdm2 ligase inh: inhibitors of human Mdm2 E3 ubiquitin ligase; Q00987; cell-based MDM2 ubiquitination luciferase reporter, 2 h; 0 = plate control, 100 = twice control, blank-subtracted; signal enhancement, % at 5 µM; actives 0.11% (n = 210,000); AID 1230;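 active = signal enhancement of 30% or more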;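 note: luminescence tracks abundance of the self-degrading MDM2-luciferase fusion protein; higher signal means inhibition of MDM2 E3 ligase activity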
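Test system: mammalian cells stably expressing self-ubiquitinating, self-degrading MDM2 E3–luciferase fusion; Amount: 2000 cells in each well; Medium: DMEM; Schedule: 4 h settle plus 2 h compound, 37 °C; Technique: SteadyLite luciferase luminescence after 15 min room-temperature reagent incubation; Benchmarks: plate control and blank wells.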
14-3-3 Bad inh: disrupts binding of bovine 14-3-3 zeta to phospho-Bad peptide. actives 0.71% (n = 220,000). inhibition, % at 21.7 µM. TR-FRET 14-3-3zeta/Dy647-pBad peptide displacement, 1 h. AID 781. P63103;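 active = inhibition above about 70%, limit read from the data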;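 note: 0% = full 14-3-3 plus peptide FRET controls and 100% = background without 14-3-3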
Target sequence (P63103 whole entry, looked up): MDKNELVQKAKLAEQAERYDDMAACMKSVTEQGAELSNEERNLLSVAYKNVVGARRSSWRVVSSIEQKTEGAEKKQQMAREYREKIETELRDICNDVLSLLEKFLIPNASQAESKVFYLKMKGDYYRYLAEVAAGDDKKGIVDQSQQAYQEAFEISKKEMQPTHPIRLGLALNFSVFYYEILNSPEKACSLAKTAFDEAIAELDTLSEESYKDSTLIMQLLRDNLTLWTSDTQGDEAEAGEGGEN
NCF1 inh: p47phox (human) inhibition; inhibition, % at 24.7 µM; actives 0.53% (n = 220,000); p47phox/p22phox peptide binding, fluorescence polarization, 2 h; AID 1274;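 active = inhibition above about 30%, limit read from the data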;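 note: 0% = p47phox with labelled peptide and 100% = labelled peptide alone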
Active calls of the source: *; / = not tested or not shown; [ ] = another dose, or the depositor's remark.

Values in the order – Runt-CBFb FRET, Runt-SMMHC FRET, NCF1 inh, 14-3-3 Bad inh, L929 necroptosis, TbHK1 inh, Hck Nef HTS, EBV gp42 block, Mdm2 ligase inh
- CCOC(=O)N1CCN(C(=O)COc2cccc3c2CCN(Cc2ccccc2F)C3=O)CC1
→ -4.6, -1.6, -8.0, -4.7, -0.4, 24.5, 1.8, 0.8, -5.8
- CCN(CC)C(=O)CSc1nnc(-c2ccccc2)o1
→ 1.2, 2.3, -6.7, 0.6, -0.5, -5.6, 0.0, 4.0, -20.8
- CCSc1nnc(NC(=O)CSc2nnc(CNC(=O)c3ccccc3F)o2)s1
→ 15.4, -5.1, -8.5, -3.3[fluorescence artefact?], 0.8, 26.7, 5.7, -13.5, 6.4
- COc1ccc(-n2c(C)nc3cc(C(=O)NCc4ccc5c(c4)OCO5)ccc32)cc1
→ 0.3, 0.7, -5.1, 9.2, 0.3, 25.3, 4.4, -8.1, 1.4
- Cc1ccc(-c2noc(CCC(=O)NC3CCN(Cc4ccccc4)CC3)n2)cc1
→ -2.4, 3.6, -4.1, 7.3, -0.5, 8.2, -20.5, -17.6, -23.3
- COc1ccc(NC(=O)CN(C)CC(=O)Nc2ccccc2SC)cc1Cl
→ -0.2, -2.0, -5.3, 9.6[fluorescence artefact?], -0.3, 2.0, 1.7, -24.1, -8.1
- CCOC(=O)c1sc(NC(C)=O)cc1C
→ -0.6, 1.2, -3.0, 6.8, 0.5, -9.1, -5.4, -2.5, -10.3
- N#CC(C(=O)OCc1ccccc1)c1nc2ccccc2nc1N1CCOCC1 (centres undefined)
→ -10.7, -20.4, -0.1, -7.9, -0.2, 5.7, 4.2, -18.5, -8.6
- CCC(=O)N(Cc1cc2cc(OC)ccc2[nH]c1=O)c1ccc(C)cc1C
→ -2.2, -3.7, -7.4, -3.3, -0.1, -7.9, -0.3, -14.4, 5.0
- COc1ccc(C(=O)N(Cc2ccccc2)Cc2cc3cc4c(cc3[nH]c2=O)OCCO4)cc1
→ -3.7, -14.8, -4.2, 3.2[fluorescence artefact?], 0.4, -5.3, 1.3, -18.2, -3.4
- COc1ccc2oc(=O)c(C(=O)NCc3ccc4c(c3)OCO4)cc2c1
→ 1.9, 7.0, 0.5, -2.4[fluorescence artefact?], -0.7, 1.7, -7.6, -0.3, -11.4
- CCCS(=O)(=O)N1CCCC(c2nc(-c3cccc(OC)c3)no2)C1 (centres undefined)
→ -0.3, -7.8, -15.6, -3.3, -0.2, -0.3, 0.3, -20.0, -19.7
- CN(C(=S)NC(=O)c1ccc(Br)o1)c1ccccc1
→ 0.6, 1.2, 2.5, -6.4[fluorescence artefact?], -0.6, -10.6, 4.6, 0.3, -11.0
- Cc1nc2nc[nH]n2c(=O)c1CCOC(=O)c1ccccc1F
→ 0.8, -2.9, 2.3, -2.0, 1.1, -2.3, 2.3, 4.4, -13.7
- CC(/C=C1\N=C(SCc2ccccc2Cl)SC1=O)=C\c1ccccc1
→ -2.1, -4.7, -24.9, -7.1, 0.0, 13.3, 0.6, -94.4, -15.8
- O=C(NC1CCCc2ccccc21)C(Cc1ccccc1)NS(=O)(=O)c1cccs1 (centres undefined)
→ -1.6, 1.6, -11.2, -18.5, -0.1, 27.9, 0.6, -15.2, -0.6
- Cc1ccc(NC2=C(Cl)C(=O)OC2OC(=O)c2ccco2)cc1 (centres undefined)
→ 4.2, -0.1, -7.3, -6.8, -0.2, -4.5, 0.9, 0.3, -8.2
- C/C(=N\OCc1nc2ccccc2c(=O)n1/N=C/c1cc([N+](=O)[O-])ccc1O)c1ccccc1
→ -3.5, -10.3, -46.1, -7.5, 0.0, -10.8, 32.0, -9.6, -13.4
- O=C(O)C1CC(=O)N(Cc2ccc3c(c2)OCO3)C1 (centres undefined)
→ -1.5, -0.3, -11.9, -6.4, 0.2, 5.3, 7.1, -13.5, -6.6
- Cn1nnnc1SCC(=O)C(C)(C)C
→ 0.1, 0.9, -5.2, -14.0, 6.5, -9.3, 18.4, -5.8, -9.5
- CC(C)CCNC(=O)C1CCN(C(=O)N(C)C)CC1
→ -0.6, 4.3, -3.6, -8.5, 0.6, 4.6, -1.3, 2.1, -2.0
- O=C(Cc1ccccc1)NC(NC(=O)Cc1ccccc1)c1cccc([N+](=O)[O-])c1
→ 0.1, -4.2, -4.1, 7.7, 0.6, 7.1, 2.1, 6.7, -10.4
- C/C(=N\NS(=O)(=O)c1ccccc1)c1ccc2c(c1)OCCO2
→ 1.4, -2.1, -20.1, -2.2, 0.9, 28.3, 1.0, 6.1, -3.6
- CCCCNC(=O)c1cc2cc(OC)ccc2[nH]1
→ 0.8, -0.5, -8.5, 2.7, 0.3, -11.5, 7.2, -15.5, -15.2
- COCc1cc(C)nc(OCC(=O)N/N=C\c2cc(C)n(-c3cccc(C(F)(F)F)c3)c2C)c1C#N
→ 1.1, -7.4, -14.7, -21.8[fluorescence artefact?], 0.8, -37.7, 1.3, -4.7, -9.6
- O=C(N/N=C/c1ccc([N+](=O)[O-])o1)c1cn(-c2ccccc2)nc1-c1ccccc1
→ 2.2, -9.6, -23.3, -0.8[fluorescence artefact?], 3.9, -0.2, 7.5, -12.3, /
- CCCCCCNc1cc2n(c(=O)n1)CCc1cc(OC)c(OC)cc1-2
→ -3.7, 0.4, -10.4, 55.8, -0.1, -23.3, 3.9, -12.8, -7.1
- COc1ccc(NC(=O)Nc2ccc3nc(C)c(C)nc3c2)cc1
→ -6.0, -15.4, -22.9, 4.2, 0.3, -11.9, -0.8, 6.4, -7.4
- CCOCc1nnc(NC(=O)c2cc(OC)cc(OC)c2)s1
→ 0.5, 0.0, 0.1, -18.5, 1.3, -7.6, 15.5, -11.4, -9.9
- Cc1cnc(C(=O)Nc2nnc(SCc3c(Cl)cccc3Cl)s2)cn1
→ -0.8, -0.9, -11.8, -17.1, -0.9, 9.0, 0.1, 6.3, 22.6
- Cc1nc2c(C#N)cnn2c2c1CCN2CC1CCCO1 (centres undefined)
→ 3.5, 1.1, -7.7, -2.3, 1.0, -35.6, 5.9, -7.9, -1.3
- O=C(CSc1ncccn1)NCc1cccc(Cl)c1
→ 0.7, -2.8, -3.1, -3.6, 0.4, 3.9, 2.1, -18.6, -6.7
- CCOC(=O)C1CCCN(CC(=O)NC2CC2)C1 (centres undefined)
→ -2.5, -6.8, 5.6, 77.2*, /, /, /, -19.0, -12.1
- CCN1CCN(Cc2ccc(NC(=O)c3cc(NC(=O)c4ccc5n[nH]nc5c4)cc(OC)c3)cc2C(F)(F)F)CC1
→ -1.7, -2.0, -38.3, 0.5, 0.3, 6.3, 28.2, -5.8, 5.8
- CC(=O)Nc1ccc(OC(F)(F)C(F)F)c(NC(C)=O)c1
→ 2.4, 1.6, -5.6, -3.3, 0.4, 4.6, 0.8, -4.6, -7.2
- NS(=O)(=O)c1ccc(CCNC(=O)Nc2ccc(Cl)cc2)cc1
→ 0.4, -5.1, 0.4, 8.8[fluorescence artefact?], 21.2, 0.5, -6.5, -14.2, 8.8
- Cc1onc(-c2ccccc2)c1C(=O)NCCN1CCOCC1
→ -1.7, 2.0, -11.0, -2.7[fluorescence artefact?], 0.6, -3.6, -3.4, -20.9, 1.2
- CCOC(=O)CN1C(=O)C(O)(CC(=O)c2ccccn2)c2ccccc21 (centres undefined)
→ -0.5, -4.5, -18.0, 4.1, 0.1, 1.9, 2.0, -7.7, -3.7
- O=c1[nH]nnc2sc3c(c12)CCCC3
→ -0.2, 5.3, 4.4, 12.2, 0.8, -17.0, 0.4, -27.4, -12.6
- COc1ccc(C2CC(c3cccs3)=NN2C(=O)CSc2nnnn2C)cc1OC (centres undefined)
→ 1.4, -6.7, 3.2, 11.6, -0.9, -7.1, 9.7, 1.1, -89.1
- COCC(C)NC(=S)N1CCN(c2ccccc2Cl)CC1 (centres undefined)
→ -1.7, 1.2, -9.4, -13.5, 0.5, -4.3, 20.4, 2.6, 3.6
- CCC(c1nnc(SCC(=O)NCCc2ccc(OC)c(OC)c2)n1Cc1ccccc1)N(C)C (centres undefined)
→ 1.9, -6.2, -2.0, -4.4, -0.6, -2.5, 15.0, -4.8, 3.3
- COc1ccc(CCNC(=O)C2CC(c3c(Cl)cccc3Cl)=NO2)cc1 (centres undefined)
→ 0.8, -1.2, 3.0, -3.9[fluorescence artefact?], 0.0, -5.9, 0.1, -5.5, -4.2
- CCCCN(CCCC)S(=O)(=O)c1ccc(NC(=O)c2ccc([N+](=O)[O-])cc2Cl)cc1
→ -0.5, 4.1, -7.2, 16.0[fluorescence artefact?], 2.8, 28.6, -3.1, 6.4, -4.1
- CN(C)c1ccc(NC(=O)c2ccc(Cn3cc([N+](=O)[O-])cn3)cc2)cc1
→ -1.9, 2.9, 14.0, -7.5, 10.8, -1.6, 28.1, -11.4, 28.5
- O=C(CCS(=O)(=O)c1ccccc1)Nc1nc(-c2ccc(F)cc2)cs1
→ 0.1, 0.6, 1.2, 7.4, 2.0, 2.8, -2.1, 10.4, -12.2
- Cc1cnn(-c2nc(-c3cccs3)cc(C(F)(F)F)n2)c1
→ -6.6, 0.2, -9.4, /, -0.7, -14.0, 1.6, -16.0, -13.9
- CC1(C)CC(=O)C(N=Nc2ccc(C(F)(F)F)cc2[N+](=O)[O-])=C(O)C1
→ -1.8, -8.3, 7.6, -1.6, -0.2, -0.2, 9.4, -6.2, -7.8
- COc1cc(Nc2ccc(C)cc2)c([N+](=O)[O-])nc1[N+](=O)[O-]
→ -1.6, -3.9, -8.8, 2.2, 0.9, -10.5, 6.2, -14.6, /

An excerpt of these results, field by field:
structure: CC1(C)CC(=O)C(N=Nc2ccc(C(F)(F)F)cc2[N+](=O)[O-])=C(O)C1
  Runt-CBFb FRET: -1.8	Runt-SMMHC FRET: -8.3	NCF1 inh: 7.6	14-3-3 Bad inh: -1.6	L929 necroptosis: -0.2	TbHK1 inh: -0.2	Hck Nef HTS: 9.4	EBV gp42 block: -6.2	Mdm2 ligase inh: -7.8

structure: Cc1cnn(-c2nc(-c3cccs3)cc(C(F)(F)F)n2)c1
  Runt-CBFb FRET: -6.6	Runt-SMMHC FRET: 0.2	NCF1 inh: -9.4	14-3-3 Bad inh: /	L929 necroptosis: -0.7	TbHK1 inh: -14.0	Hck Nef HTS: 1.6	EBV gp42 block: -16.0	Mdm2 ligase inh: -13.9
